Source: PubChem BioAssay
SRC2 inh = human SRC2 (NCOA2) inhibition | Q15596 | HEK293 GAL4-SRC2 luciferase reporter, luminescence | inhibition, % at 9 µM | actives 0.17% (n = 370,000);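 active means inhibition above the mean inhibition of all tested compounds plus 3 SD, set per campaign, cut at about 52% in these data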;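 further: 0% = DMSO treated cells and 100% = cells given Gossypol at 36 µM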
TLR9-MyD88 block = TLR9-MyD88 interaction inhibition; actives 0.21% (n = 340,000); Q9NR96+Q99836; AID 504734; CHO BLA complementation TLR9-MyD88, CCF4 FRET ratio; inhibition, % at 4.98 µM;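 active means inhibition above the mean over all tested compounds plus 3 SD, cut at about 21% in these data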;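 further: 0% = DMSO only wells and 100% = clavulanate BLA inhibitor control wells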
SRC3 inh = inhibits human SRC3 coactivator; Q9Y6Q9; HEK293 GAL4-SRC3 luciferase reporter, luminescence; inhibition, % at 3.6 µM; actives 0.17% (n = 360,000);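 active means inhibition above a per-campaign cutoff, the mean of all compounds plus 3 SD, cut at about 60% in these data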;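 further: 0% = DMSO-treated cells and 100% = gossypol-treated cells at 36 µM; higher means less SRC3-driven luciferase light from the GAL4 reporter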
NR5A2 inv ag = NR5A2 inverse agonism in reporter assay; O00482; actives 0.13% (n = 360,000); AID 602396; inhibition, % at 3.6 µM; HEK293T StAR-luciferase reporter, LRH-1 transfected, 24 h;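 active means inhibition above the mean inhibition of all tested compounds plus 3 SD, cut at about 73% in these data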;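 further: 0% = DMSO wells and 100% = reporter-only cells lacking LRH-1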
Target sequence (O00482 whole entry, looked up): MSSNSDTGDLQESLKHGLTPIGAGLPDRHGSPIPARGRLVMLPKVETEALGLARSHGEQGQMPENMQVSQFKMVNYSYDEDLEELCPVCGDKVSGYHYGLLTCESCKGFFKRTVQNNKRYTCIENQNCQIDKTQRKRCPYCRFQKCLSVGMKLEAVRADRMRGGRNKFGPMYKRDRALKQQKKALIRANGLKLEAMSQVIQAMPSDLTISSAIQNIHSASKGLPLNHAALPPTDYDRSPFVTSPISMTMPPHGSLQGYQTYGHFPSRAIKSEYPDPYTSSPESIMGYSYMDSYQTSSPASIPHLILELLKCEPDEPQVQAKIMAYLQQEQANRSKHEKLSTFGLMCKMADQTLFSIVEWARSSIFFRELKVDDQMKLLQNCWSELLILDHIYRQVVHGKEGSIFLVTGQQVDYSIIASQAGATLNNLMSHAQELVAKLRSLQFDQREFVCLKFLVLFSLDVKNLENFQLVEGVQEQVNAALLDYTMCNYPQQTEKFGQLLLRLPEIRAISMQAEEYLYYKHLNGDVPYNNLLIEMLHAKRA
Exocytosis inh = lytic granule exocytosis inhibition; inhibition, % at 10 µM; AID 651702; actives 0.66% (n = 360,000); TALL-104 LAMP-1 surface exposure, flow cytometry; cells stimulated with thapsigargin and PMA;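 active means inhibition above about 55%, limit read from the data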
NCOA1 inh = inhibits human SRC1 coactivator. inhibition, % at 3.6 µM. HEK293 GAL4-SRC1 luciferase reporter, luminescence. actives 0.12% (n = 360,000);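 active means inhibition above the campaign mean plus 3 SD, with each screening campaign given its own cutoff, cut at about 60% in these data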;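 further: 0% = DMSO treated cells and 100% = gossypol at 36 µM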
COUP-TFII inh = inhibitors of human COUP-TFII (NR2F2); HEK293T NGFI-A luciferase reporter, luminescence; actives 0.7% (n = 370,000); AID 686940; inhibition, % at 8.6 µM; P24468;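 active means inhibition above a per-plate cutoff, mean inhibition of test wells between control levels plus 3 SD, cut at about 38% in these data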;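 further: cells cotransfected with COUP-TFII expression vector driving the NGFI-A reporter; 0% = median of COUP-TF2 test wells and 100% = reporter-only cells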
Target sequence (P24468 whole entry, looked up): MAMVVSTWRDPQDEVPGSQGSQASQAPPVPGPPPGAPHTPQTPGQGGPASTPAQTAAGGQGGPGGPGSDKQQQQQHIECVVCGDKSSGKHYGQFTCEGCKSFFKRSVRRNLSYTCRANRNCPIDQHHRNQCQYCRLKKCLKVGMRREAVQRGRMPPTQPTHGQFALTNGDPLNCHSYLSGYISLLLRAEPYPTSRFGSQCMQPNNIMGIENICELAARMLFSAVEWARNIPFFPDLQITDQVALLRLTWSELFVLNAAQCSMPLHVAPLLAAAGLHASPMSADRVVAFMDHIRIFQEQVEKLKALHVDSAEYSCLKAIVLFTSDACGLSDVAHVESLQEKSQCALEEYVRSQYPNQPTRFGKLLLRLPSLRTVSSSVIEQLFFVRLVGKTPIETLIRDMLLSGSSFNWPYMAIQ
TWEAK-Fn14 inh = blocks TWEAK-Fn14 interaction in a reporter cell assay. TWEAK-stimulated Fn14 reporter cells, luciferase luminescence, 8 h. inhibition, % at 10 µM. actives 2% (n = 360,000); in the data active means inhibition above about 50%
TROY signal inh = inhibitors of TROY-dependent NF-kB signaling; inhibition, % at 10 µM; actives 0.98% (n = 360,000); Q293 LMP1-TROYcd NF-kB luciferase reporter, 4 h;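 active means compounds whose plate-normalised and pattern-corrected inhibition of the luciferase reporter signal at the single screening dose is 50% or more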
NOD2-RIPK2 inh = NOD2-RIPK2 protein interaction inhibition; CHO BLA complementation NOD2-RIPK2, CCF4 ratio; inhibition, % at 4.98 µM; actives 0.38% (n = 360,000); AID 624267; in the data active means inhibition above about 21%;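 further: 0% = vehicle only and 100% = reference blocker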
ABHD5 PLIN5 PPI = blocks binding of human ABHD5 to perilipin-5; inhibition, % at 4 µM; Q00G26+Q8WTS1; AID 602281; Split G. princeps luciferase complementation, luminescence, 4 h; actives 0.78% (n = 360,000);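 active means inhibition above the mean inhibition across every tested compound plus 3 SD, cut at about 22% in these data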;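 further: 0% = DMSO only wells and the 100% control is not disclosed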
The depositor's hits bear a star; & = joins results of further samples. This is a subset; the hit share may differ from the screen's.

What do the screens show for `COc1cc(C(=O)Nc2cc(-c3ccccc3)[nH]n2)cc(OC)c1OC`?
SRC2 inh: 5; TLR9-MyD88 block: -2; SRC3 inh: 4; NR5A2 inv ag: -8; Exocytosis inh: 0; NCOA1 inh: -6; COUP-TFII inh: 2; TWEAK-Fn14 inh: 46; TROY signal inh: -10; NOD2-RIPK2 inh: -10; ABHD5 PLIN5 PPI: -4

What do the screens show for `O=C(C[n+]1cccc(CNC(=O)c2ccc(OC(F)F)cc2)c1)Nc1cccc(C(F)(F)F)c1`?
SRC2 inh: -17; TLR9-MyD88 block: 4; SRC3 inh: 7; NR5A2 inv ag: -16; Exocytosis inh: 1; NCOA1 inh: -38; COUP-TFII inh: -2; TWEAK-Fn14 inh: -12; TROY signal inh: -13; NOD2-RIPK2 inh: -4; ABHD5 PLIN5 PPI: 32*

Results for COCCN(C(=O)Cc1ccc(S(=O)(=O)N2CCOCC2)s1)c1c(N)n(CC(C)C)c(=O)[nH]c1=O ?
SRC2 inh: 37; TLR9-MyD88 block: -15; SRC3 inh: -11; NR5A2 inv ag: -11; Exocytosis inh: -4; NCOA1 inh: -3; COUP-TFII inh: -27; TWEAK-Fn14 inh: 3; TROY signal inh: -11; NOD2-RIPK2 inh: -5; ABHD5 PLIN5 PPI: 1

Results for Cc1cc2oc(C(=O)Nc3c(C)n(C)n(-c4ccccc4)c3=O)c(C)c2cc1C ?
SRC2 inh: -5; TLR9-MyD88 block: -6; SRC3 inh: 20; NR5A2 inv ag: -4; Exocytosis inh: -1; NCOA1 inh: 9; COUP-TFII inh: 2; TWEAK-Fn14 inh: 6; TROY signal inh: 12; NOD2-RIPK2 inh: 1; ABHD5 PLIN5 PPI: 0

Results for Cc1ccc(C)c(N2CCN(C(=O)C3CCN(c4nnc(N5CCCC5=O)s4)CC3)CC2)c1 ?
SRC2 inh: 31; TLR9-MyD88 block: -12; SRC3 inh: 24; NR5A2 inv ag: 0; Exocytosis inh: 2; NCOA1 inh: 6; COUP-TFII inh: 21; TWEAK-Fn14 inh: 11; TROY signal inh: -3; NOD2-RIPK2 inh: -3; ABHD5 PLIN5 PPI: 11

What do the screens show for `COC(=O)CCC(=O)Nc1sc(Cc2ccccc2)c(C)c1C(N)=O`?
SRC2 inh: 11; TLR9-MyD88 block: 5; SRC3 inh: 18; NR5A2 inv ag: 3; Exocytosis inh: 4; NCOA1 inh: -37; COUP-TFII inh: 2; TWEAK-Fn14 inh: 20; TROY signal inh: 2; NOD2-RIPK2 inh: 2; ABHD5 PLIN5 PPI: 0

What do the screens show for `Nc1ccc2oc3ccc(N)cc3c(=O)c2c1`?
SRC2 inh: -55; TLR9-MyD88 block: 5; SRC3 inh: -88; NR5A2 inv ag: -124; Exocytosis inh: -4; NCOA1 inh: -78; COUP-TFII inh: -27; TWEAK-Fn14 inh: -19; TROY signal inh: -67; NOD2-RIPK2 inh: -2; ABHD5 PLIN5 PPI: -4

Results for CNC(=O)c1ccc(-c2ccccc2)s1 ?
SRC2 inh: -44; TLR9-MyD88 block: 6; SRC3 inh: -77; NR5A2 inv ag: -74; Exocytosis inh: 0; NCOA1 inh: -79; COUP-TFII inh: -31; TWEAK-Fn14 inh: -45; TROY signal inh: -57; NOD2-RIPK2 inh: -11; ABHD5 PLIN5 PPI: 2

Results for CCN(CC)CCNCc1cc(Cl)c(OCC(=O)Nc2ccccc2)c(OC)c1 ?
SRC2 inh: -29; TLR9-MyD88 block: -5; SRC3 inh: 16; NR5A2 inv ag: 21; Exocytosis inh: 1; NCOA1 inh: -12; COUP-TFII inh: 12; TWEAK-Fn14 inh: 3; TROY signal inh: -4; NOD2-RIPK2 inh: -5; ABHD5 PLIN5 PPI: 3

Results for CN(CCN(C)C(C)(C)C)C(=O)C(c1ccccc1)c1ccccc1 ?
SRC2 inh: -30; TLR9-MyD88 block: -1; SRC3 inh: 14; NR5A2 inv ag: -10; Exocytosis inh: 2; NCOA1 inh: -11; COUP-TFII inh: 7; TWEAK-Fn14 inh: 9; TROY signal inh: -9; NOD2-RIPK2 inh: -4; ABHD5 PLIN5 PPI: 6

Results for CCOC(=O)c1cc(-c2cccc([N+](=O)[O-])c2)nc2[nH]c(=O)[nH]c(=O)c12 ?
SRC2 inh: -15; TLR9-MyD88 block: 2; SRC3 inh: 10; NR5A2 inv ag: -1; Exocytosis inh: 1; NCOA1 inh: -20; COUP-TFII inh: -5; TWEAK-Fn14 inh: 10; TROY signal inh: 27; NOD2-RIPK2 inh: 4; ABHD5 PLIN5 PPI: 2

What do the screens show for `COc1cc(OC)cc(C(=O)NCCCCCCNC(=O)c2cc(OC)cc(OC)c2)c1`?
SRC2 inh: -4; TLR9-MyD88 block: 1; SRC3 inh: 11; NR5A2 inv ag: 0; Exocytosis inh: 6; NCOA1 inh: -12; COUP-TFII inh: 6; TWEAK-Fn14 inh: -4; TROY signal inh: 4; NOD2-RIPK2 inh: -2; ABHD5 PLIN5 PPI: 2

The list goes on, starting with the last 3 of the part before.
Results for CN(CCN(C)C(C)(C)C)C(=O)C(c1ccccc1)c1ccccc1 ?
SRC2 inh: -30; TLR9-MyD88 block: -1; SRC3 inh: 14; NR5A2 inv ag: -10; Exocytosis inh: 2; NCOA1 inh: -11; COUP-TFII inh: 7; TWEAK-Fn14 inh: 9; TROY signal inh: -9; NOD2-RIPK2 inh: -4; ABHD5 PLIN5 PPI: 6

Results for CCOC(=O)c1cc(-c2cccc([N+](=O)[O-])c2)nc2[nH]c(=O)[nH]c(=O)c12 ?
SRC2 inh: -15; TLR9-MyD88 block: 2; SRC3 inh: 10; NR5A2 inv ag: -1; Exocytosis inh: 1; NCOA1 inh: -20; COUP-TFII inh: -5; TWEAK-Fn14 inh: 10; TROY signal inh: 27; NOD2-RIPK2 inh: 4; ABHD5 PLIN5 PPI: 2

What do the screens show for `COc1cc(OC)cc(C(=O)NCCCCCCNC(=O)c2cc(OC)cc(OC)c2)c1`?
SRC2 inh: -4; TLR9-MyD88 block: 1; SRC3 inh: 11; NR5A2 inv ag: 0; Exocytosis inh: 6; NCOA1 inh: -12; COUP-TFII inh: 6; TWEAK-Fn14 inh: -4; TROY signal inh: 4; NOD2-RIPK2 inh: -2; ABHD5 PLIN5 PPI: 2

What do the screens show for `CC1CCCCN1C(=O)c1ccccc1OC1CCN(S(C)(=O)=O)CC1` (stereo not given)?
SRC2 inh: 22; TLR9-MyD88 block: -7; SRC3 inh: 10; NR5A2 inv ag: 4; Exocytosis inh: 3; NCOA1 inh: -1; COUP-TFII inh: 7; TWEAK-Fn14 inh: -8; TROY signal inh: 20; NOD2-RIPK2 inh: -4; ABHD5 PLIN5 PPI: 0

Results for Cc1nc(Oc2ccc(S(=O)(=O)N3CCOCC3)cc2Cl)c2c3c(sc2n1)CCCC3 ?
SRC2 inh: 6; TLR9-MyD88 block: 5; SRC3 inh: -1; NR5A2 inv ag: -1; Exocytosis inh: 12; NCOA1 inh: 6; COUP-TFII inh: 18; TWEAK-Fn14 inh: 60*; TROY signal inh: 29; NOD2-RIPK2 inh: -2; ABHD5 PLIN5 PPI: 6

Results for CCC1(C)Cc2c(sc3nc(SCC(=O)O)[nH]c(=O)c23)CO1 (stereo not given) ?
SRC2 inh: 1; TLR9-MyD88 block: 1; SRC3 inh: -10; NR5A2 inv ag: 13; Exocytosis inh: 2; NCOA1 inh: -7; COUP-TFII inh: 2; TWEAK-Fn14 inh: 10; TROY signal inh: -10; NOD2-RIPK2 inh: -1; ABHD5 PLIN5 PPI: 1

What do the screens show for `CSCC[C@H](NC(=O)c1cccnc1)c1nnc2ccccn12`?
SRC2 inh: 3; TLR9-MyD88 block: 6; SRC3 inh: 10; NR5A2 inv ag: 12; Exocytosis inh: 0; NCOA1 inh: 0; COUP-TFII inh: -10; TWEAK-Fn14 inh: 5; TROY signal inh: -1; NOD2-RIPK2 inh: -4; ABHD5 PLIN5 PPI: -4

What do the screens show for `CCN1CCN(Cc2ccc(NC(=O)c3cc(NC(=O)c4cncc(-c5ccc(C#N)cc5)c4)cc(OC)c3)cc2C(F)(F)F)CC1`?
SRC2 inh: 6; TLR9-MyD88 block: 3&9; SRC3 inh: -25&-6; NR5A2 inv ag: 11&-4; Exocytosis inh: -6&-1; NCOA1 inh: -3&-30; COUP-TFII inh: 10; TWEAK-Fn14 inh: -117&-128; TROY signal inh: 4&-6; NOD2-RIPK2 inh: 15&19; ABHD5 PLIN5 PPI: 13&16

How did CN(C(=O)c1ccc(NC(=O)Cc2ccccc2)cc1)c1ccccc1 do in these assays?
SRC2 inh: -33; TLR9-MyD88 block: -9; SRC3 inh: 6; NR5A2 inv ag: -11; Exocytosis inh: -1; NCOA1 inh: -18; COUP-TFII inh: -12; TWEAK-Fn14 inh: -7; TROY signal inh: -4; NOD2-RIPK2 inh: -9; ABHD5 PLIN5 PPI: 1

What do the screens show for `O=c1oc(CCO)cc2ccc(Br)cc12`?
SRC2 inh: -7; TLR9-MyD88 block: -16; SRC3 inh: -9; NR5A2 inv ag: 10; Exocytosis inh: -1; NCOA1 inh: 1; COUP-TFII inh: 6; TWEAK-Fn14 inh: 10; TROY signal inh: 5; NOD2-RIPK2 inh: 3; ABHD5 PLIN5 PPI: -2

What do the screens show for `COc1cc(OC)cc(C(=O)N[C@H](C(=O)N2CCc3ccccc32)C(C)C)c1`?
SRC2 inh: -14; TLR9-MyD88 block: -9; SRC3 inh: -5; NR5A2 inv ag: -11; Exocytosis inh: -3; NCOA1 inh: -1; COUP-TFII inh: -13; TWEAK-Fn14 inh: -16; TROY signal inh: -6; NOD2-RIPK2 inh: 4; ABHD5 PLIN5 PPI: 4

How did Cc1cc(C(F)(F)F)nn1C(=O)c1cccnc1Cl do in these assays?
SRC2 inh: 3; TLR9-MyD88 block: 13; SRC3 inh: 7; NR5A2 inv ag: 21; Exocytosis inh: -6; NCOA1 inh: 2; COUP-TFII inh: 3; TWEAK-Fn14 inh: -9; TROY signal inh: 9; NOD2-RIPK2 inh: 6; ABHD5 PLIN5 PPI: 3

Results for Cc1ccc(C(=O)N(C)CC(=O)Nc2ccc(F)c(F)c2F)o1 ?
SRC2 inh: -16; TLR9-MyD88 block: -6; SRC3 inh: 12; NR5A2 inv ag: -19; Exocytosis inh: 0; NCOA1 inh: -25; COUP-TFII inh: -10; TWEAK-Fn14 inh: -2; TROY signal inh: 6; NOD2-RIPK2 inh: -8; ABHD5 PLIN5 PPI: -11

How did CCOc1ccc(-n2nc3c(SCCN4CCCC4)nnc(C)c3c2C)cc1 do in these assays?
SRC2 inh: 10; TLR9-MyD88 block: -7; SRC3 inh: -6; NR5A2 inv ag: 2; Exocytosis inh: 0; NCOA1 inh: -9; COUP-TFII inh: 3; TWEAK-Fn14 inh: -5; TROY signal inh: -20; NOD2-RIPK2 inh: 2; ABHD5 PLIN5 PPI: 2
